# SIRT5 inh: SIRT5 desuccinylase inhibitors, primary screen, biochemical, fluorescence imaging, single point, set 5 | NAD-dependent protein deacylase sirtuin-5, mitochondrial (Homo sapiens), Q9NXA8 | Purified SirT5, succinyl-peptide AMC, trypsin-coupled fluorescence | inhibition, % at 15 µM | 330,000 compounds, 1.1% hits; in the data active = inhibition above about 15%; inconclusive = no clear call, values can overlap the other calls
# Target sequence (Q9NXA8 whole entry, looked up): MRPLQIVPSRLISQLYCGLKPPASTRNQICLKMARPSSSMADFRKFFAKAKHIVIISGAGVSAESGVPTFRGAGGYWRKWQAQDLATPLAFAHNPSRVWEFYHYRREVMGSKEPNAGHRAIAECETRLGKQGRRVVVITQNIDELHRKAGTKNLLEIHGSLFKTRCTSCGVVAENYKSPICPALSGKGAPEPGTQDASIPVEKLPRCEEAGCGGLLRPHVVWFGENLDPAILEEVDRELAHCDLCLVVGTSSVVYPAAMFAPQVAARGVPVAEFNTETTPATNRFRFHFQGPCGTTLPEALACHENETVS
# LGR2 inh: inhibitors of bursicon-induced LGR2 CRE-luciferase signal, primary screen, cell-based, HEK293, CRE-luciferase reporter, bursicon stimulation | Drosophila bursicon receptor LGR2 (rickets) | bursicon-stimulated, 4 h | inhibition, % at 9.99 µM | 380,000 compounds, 0.35% hits;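 active = drop in luminescence signal, shown as inhibition above about 50% in the replicate tests, limit read from the data, passing the limit was not always enough; inconclusive = probably only some replicates passing the limit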;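 note: agonist challenge used bursicon conditioned medium at about half maximal strength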
# CASP6 VEID inh: human caspase-6 inhibitors, primary screen, biochemical, VEID-R110 fluorescence, single point, set 2 | P55212 | purified caspase-6, Z-VEID-R110 cleavage fluorescence | inhibition, % at 12.5 µM | 350,000 compounds, 0.53% hits;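 active = mean inhibition across replicates at least about 35%, with every replicate also reaching that limit, limit read from the data; inconclusive = only one of the two criteria met; inactive = neither criterion met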;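 note: 0% = median of neutral control wells and 100% = no fluorescence left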
# Target sequence (P55212 24-179 limits assumed): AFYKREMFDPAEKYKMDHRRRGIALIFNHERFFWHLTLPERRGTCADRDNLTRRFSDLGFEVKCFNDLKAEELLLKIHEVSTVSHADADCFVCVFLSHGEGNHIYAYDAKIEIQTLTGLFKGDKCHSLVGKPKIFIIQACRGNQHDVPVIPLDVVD
# Target sequence (P55212 194-293 limits assumed): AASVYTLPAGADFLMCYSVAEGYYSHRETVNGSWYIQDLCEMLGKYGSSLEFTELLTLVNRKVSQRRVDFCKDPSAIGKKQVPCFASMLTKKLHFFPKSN
# PAX8 reporter: inhibitors of PAX8-driven TPO luciferase reporter, primary screen, RMG-I cells, single concentration; SteadyGlo, 24 h; inhibition, % at 12.6 µM; 360,000 compounds, 1.2% hits;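 active = mean replicate inhibition at least 60% with every replicate also reaching 60%; inconclusive = only one of the two criteria is met; inactive = mean below 60% and not all replicates reaching 60%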;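 note: luciferase light reporting Pax8 driven TPO promoter activity; plate controls were median of neutral control wells for no effect and mitoxantrone controls for full effect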
# DENV2 CPE: inhibitors of DENV2 cytopathic effect, primary screen, cell-based, plate reader, single concentration | AID 651640, 2012 | CPE inhibition, % at 9.99 µM | DENV2-infected cells, cytopathic effect rescue | 350,000 compounds, 1.7% hits; in the data active = CPE inhibition above about 20%, passing the limit was not always enough; inconclusive = no clear call, values can overlap the other calls; tested in BHK-21 cells;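 note: 0% = median of neutral control wells and 100% = median of positive control wells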
# ARNT-TACC3 inh: disruptors of ARNT/TACC3 protein interaction, primary screen, biochemical, AlphaScreen, single concentration; Transforming acidic coiled-coil-containing protein 3 (Homo sapiens), Q9Y6A5; AID 623870, 2012; AlphaScreen His-ARNT PAS-B/GST-TACC3 binding, luminescence; TACC3 fragment carries E629A point mutation; inhibition, % at 9.99 µM; 390,000 compounds, 0.66% hits;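 active = mean inhibition of replicates at least 50% and at least half of replicates each reaching 50%; inconclusive = half or more replicates reach 50% but mean below 50%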;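 note: 0% = complete ARNT plus TACC3 wells and 100% = ARNT alone without TACC3; many hits fall short of the cut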
# EWS-Fli block: EWS/Fli-driven NR0B1 reporter inhibitors, primary screen, A673 cells, NR0B1 luciferase, luminescence, MLPCN library; 350,000 compounds, 0.67% hits; inhibition, % at 12.6 µM; viability-normalised;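 active = mean inhibition of at least 50% after viability correction, with every replicate also passing that limit; inconclusive = mean reaches 50% but only one of two replicates passes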;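 note: firefly luciferase signal divided by Alamar Blue viability fluorescence both relative to DMSO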
# Starred values were filed as active, the others as inactive; ? = inconclusive; . = not tested or not shown; & = joins results of further samples.
# The first two entries, to show the layout:
structure	SIRT5 inh	LGR2 inh	CASP6 VEID inh	PAX8 reporter	DENV2 CPE	ARNT-TACC3 inh	EWS-Fli block
CC(=O)Nc1ccc(S(=O)(=O)N2CCN(C(=O)C3COc4ccccc4O3)CC2)cc1 (stereo not given)	2.7	5.3	1.6	-0.8	-0.7	2.7	3.5
Cc1ccc(NC(=S)NCCCN2CCOCC2)cc1C	0.1	2.2	0.3	-7.6	-1.7	-6.3	-64.9

# All compounds of this part, previewed entries included:
structure	SIRT5 inh	LGR2 inh	CASP6 VEID inh	PAX8 reporter	DENV2 CPE	ARNT-TACC3 inh	EWS-Fli block
CC(=O)Nc1ccc(S(=O)(=O)N2CCN(C(=O)C3COc4ccccc4O3)CC2)cc1 (stereo not given)	2.7	5.3	1.6	-0.8	-0.7	2.7	3.5
Cc1ccc(NC(=S)NCCCN2CCOCC2)cc1C	0.1	2.2	0.3	-7.6	-1.7	-6.3	-64.9
CCOC(=O)c1ccc(-c2c(-c3ccc(OC)cc3)oc(=O)c3cc(OC)c(OC)cc23)cc1F	.	-8.1	0.5	-6.0	-6.1	2.2	-9.0
CCC1(C)Cc2ccccc2-c2nc[nH]c(=O)c21 (stereo not given)	-5.2	-4.3	-0.2	20.0	0.9	-5.8	15.4
O=C(NCCCN1CCOCC1)c1ccc2ccccc2c1	-3.8	-5.2	-79.9	-14.5	-0.3	-2.1	-32.9
O=C(N[C@H]1CC[C@@H](CCNS(=O)(=O)c2ccc(Cl)cc2)O[C@H]1CO)c1cnccn1	0.9	12.9	2.4	-0.4	-6.0	-16.1	-4.5
CO[C@@H]1CN(C)C(=O)c2ccc(NC(=O)C3CCCC3)cc2OC[C@@H](C)N(Cc2nccs2)C[C@H]1C	-3.9	-7.9	1.0	11.0	-0.4	9.6	-14.0
O=C(NCc1ccc(F)cc1)Nc1ccc(Cl)cc1	-1.7	.	-2.0	-54.9	-11.1	-2.0	-52.1
O=S(=O)(N[C@@H]1CCCN(Cc2ccc(OCCO)cc2)C1)c1ccc(-c2ccccc2)cc1	0.4	.	0.2	10.1	10.8	-3.4	19.1
C/C(=C\C(=O)c1ccccc1)Nc1ccc2c(c1)OCO2	-2.2	-100.8	-1.4	-62.8	-3.0	-2.7	-111.7
COc1ccc(NC(=O)N(C)C[C@@H]2OCCCC[C@@H](C)Oc3ccc(NS(=O)(=O)c4ccc(C)cc4)cc3C(=O)N([C@@H](C)CO)C[C@H]2C)cc1	3.9	-21.9	-1.8	6.1	4.4	1.6	7.9
O=C(N/N=C/c1cccn1-c1ccc([N+](=O)[O-])cc1)c1cccnc1	2.8	15.3	-1.6	34.9	115.8*	9.3	5.0
COc1ccc(CCNCC(=O)Nc2c(C)cc(C)cc2C)cc1OC	-3.7	0.3	-0.4	-3.5	-1.9	2.0	10.1
CCCCCCN1C[C@H](n2cc(C3CC3)nn2)[C@@H](O)C[C@@H]1c1ccc(C)cc1	1.9	-45.4	-1.4	-15.8	3.8	.	-16.9
C/C=C/c1ccc(C2[C@H]3CNC[C@@H]2N3Cc2ccc3c(c2)OCO3)cc1 (stereo not given in full)	.	-4.0&4.0	.	3.1&16.8	?	.	-8.9&11.1
O=C(OCc1c(Cl)cccc1Cl)c1ccncc1	1.2	-3.0	0.8	-13.4	-1.1	3.5	-1.7
COc1ccc(CN2C(=O)c3cccnc3C2=O)cc1S(=O)(=O)N(C)c1ccc(C)cc1	-2.8	4.2	2.3	-5.1	6.6	30.5	.
CCOC(=O)c1sc(NC(=O)CS(=O)(=O)c2ccc(C)cc2)nc1C	-2.6	-11.5	-0.6	-9.0	-6.8	-0.1	14.2
CCOC(=O)C(NS(=O)(=O)c1ccccc1)(C(F)(F)F)P(=O)(OCC(C)C)OCC(C)C (stereo not given)	0.6	16.1	6.9	.	.	-2.4	.
O=C(C[C@H]1CC[C@H](NC(=O)C2CC2)[C@H](CO)O1)NCC1CC1	-1.2	-5.5	1.3	.	2.5	-8.1	-2.0

structure	SIRT5 inh	LGR2 inh	CASP6 VEID inh	PAX8 reporter	DENV2 CPE	ARNT-TACC3 inh	EWS-Fli block
COc1ccc(C2CC(=O)N3CN(c4ccc(C)c(Cl)c4)CSC3=C2C#N)cc1OC (stereo not given)	11.2	-8.4	13.4	-18.4	-5.7	-7.0	-9.4
O=C(Cc1ccc(Br)cc1)OCC(=O)N1CCc2ccccc2C1	.	-3.2	.	-8.5	.	-5.3	.
COc1ccc(/C=C(\NC(=O)c2cccs2)C(=O)NCc2ccco2)cc1OC	3.2	15.8	2.0	24.8	-3.3	.	7.8
OC[C@@H]1[C@@H](c2ccccc2)C2(CN(Cc3nccs3)C2)N1Cc1ccccc1	8.1	10.6	2.6	.	20.0*	.	5.3
O=C1CN(Cc2ccccc2)C[C@@H]2[C@H](c3ccc(-c4ccccc4F)cc3)[C@@H](CO)N12	1.1	-1.1	-1.3	5.7	?	.	-0.6
COCCCN=C1NN=C(c2cc(C)n(-c3ccccc3)c2C)CS1	0.6	.	-4.7	-9.7	-4.0	.	-58.0
Cc1onc(-c2ccccc2)c1CNS(=O)(=O)c1ccccc1	-1.1	-6.8	1.9	36.4	-1.3	2.4	-1.6
COC(=O)c1cc2c(c3c4cc(F)ccc4n(S(=O)(=O)c4ccccc4)c13)C(=O)N(C)C2	.	-8.0	-0.2	24.7	1.6	.	9.2
COCCCn1cc(CN2CC(N3CCCCC3)CS2(=O)=O)nn1 (stereo not given)	-8.6	-4.9	-0.6	-12.8	-9.2	.	-0.9
Cc1ccc(S(=O)(=O)n2[nH]c(=O)c(CCO)c2C)cc1	6.4	-9.9	0.2	14.0	1.7	.	-5.6
Cc1cc(C)c(C(=O)CSc2nnc(-c3cccnc3)n2C)c(C)c1	1.3	.	2.7	.	-10.1	-2.2	-6.5
COc1cc2c(cc1OC)C(c1cc3cc4c(cc3[nH]c1=O)OCO4)N(C(=O)C(C)C)CC2 (stereo not given)	1.5	-1.3	2.6	.	-1.5	0.1	11.1
CC1Cc2ccccc2N1C1=CC(=O)CC(C)(C)C1 (stereo not given)	-0.5	.	2.7	-10.4	1.1	-4.9	-2.4
C[C@@H]1CN([C@@H](C)CO)S(=O)(=O)c2ccc(C#CC3(O)CCCC3)cc2O[C@@H]1CN(C)C	-4.7	-16.2	-0.8	.	-6.3	7.1	12.8
COc1ccc(Nc2ncnc3ccc(Br)cc23)c(OC)c1	-4.2	35.7	1.9	-7.3	-3.0	-3.1	72.3*
O=C(c1ccco1)N1CCN(C(=O)c2cc(-c3ccccc3F)no2)CC1	-0.7	-65.3	2.0	-69.9	4.0	-11.9	.
CCCCN(C(=S)NC(=O)c1cc(OC)c(OC)c(OC)c1)c1c(N)n(Cc2ccccc2)c(=O)[nH]c1=O	-0.7	-5.9	4.7	-1.5	-4.2	-8.6	8.8
c1ccc(Nc2ccccc2Nc2ccccn2)nc1	14.1	5.5	1.9	.	5.5	3.1	2.2
Nc1nc(SCC(=O)NCc2ccc3c(c2)OCO3)n[nH]1	-0.9	9.6	10.0	-4.6	5.2	0.4	2.0
C/C(=N/OC(=O)CC(C)C)c1cc(-c2ccc(Cl)cc2)no1	-3.1	-56.0	0.0	-54.9	1.2	-4.2	-107.5

structure	SIRT5 inh	LGR2 inh	CASP6 VEID inh	PAX8 reporter	DENV2 CPE	ARNT-TACC3 inh	EWS-Fli block
COc1ccc(N2CCN(C(=O)c3ccc(N(C)S(=O)(=O)c4ccc(OC)cc4)cc3)CC2)cc1	-0.2	-9.3	1.6	12.7	1.9	7.8	7.3
CO[C@H]1CN(C)C(=O)c2ccc(NC(=O)C3CC3)cc2OC[C@@H](C)N(C(=O)c2ccccc2F)C[C@@H]1C	6.3	-3.5	2.7	-3.1	2.0	-12.7	0.6
Nc1cc2[nH]c(=O)c3ccccc3c2cc1[N+](=O)[O-]	-1.9	.	0.7	-3.5	-10.8	14.8	-44.9
CCCNC(=O)N1CCC(c2ccc3c(c2)OCO3)CC1	1.8	2.4	1.4	-6.3	1.0	-4.6	6.6
CCOc1ccc(S(=O)(=O)N2CCCC(C(=O)N3CCOCC3)C2)cc1 (stereo not given)	1.0	0.0	6.9	15.2	-0.4	-8.6	.
Nc1n[nH]c(-c2cccc([N+](=O)[O-])c2)n1	.	-23.2	.	17.6	.	6.2	.
COc1ccc(N2CCN(C(c3cccs3)C(C)NC(=O)C(=O)N3CCCCC3)CC2)cc1 (stereo not given)	2.4	1.7	4.7	-8.4	1.5	1.6	.
CC(CNc1ccc(Cl)cc1)(CNc1ccc(Cl)cc1)[N+](=O)[O-]	-1.3	2.4	-3.2	8.1	-7.5	-16.1	-2.5
COc1ccc(C(CNC(=O)c2ccc(OC)c(S(=O)(=O)N3CCCC3)c2)N2CCCC2)cc1 (stereo not given)	-0.5	-14.8	-2.2	3.9	0.8	.	-7.6
COc1ccccc1NC(=S)N1CCNC(=O)C1CC(=O)Nc1cccc(C)c1 (stereo not given)	-7.4	6.9	0.5	17.0	0.6	-1.7	9.8
C=CCOc1ccc(CN(C)c2ccc(S(=O)(=O)N3CCN(C)CC3)cc2[N+](=O)[O-])cc1	-1.8	-4.3	-4.3	15.5	-3.1	5.4	11.4
O=C(O)c1ccc2c(c1)C(=O)N(c1cccc(C(=O)/C=C/c3ccccc3)c1)C2=O	-1.1	-58.2	11.8	-28.7	0.6	0.6	-4.5
Cc1cc(N2CCN(C(=O)OC(C)(C)C)C[C@@H]2C)ccc1N1CCN(Cc2ccccc2)[C@@H](C)C1	-0.6	-6.0	0.5	9.5	-0.6	.	23.4
C[C@@H]1CN([C@H](C)CO)C(=O)CCCn2nncc2CO[C@@H]1CN(C)Cc1ccc(C(=O)Nc2ccccc2N)cc1	0.0	10.7	1.1	18.5	3.5	-2.5	35.7
COc1ccc2[nH]c3c(c2c1)CCN1C(=O)C(CC(=O)NCCc2ccccn2)C[C@H](C(=O)N2CCCCC2)[C@@]31CCc1ccccc1 (stereo not given in full)	-0.2	22.5	-0.8	12.9	-3.5	9.2	13.7
COc1ccc2oc(C(=O)N3CCN(C(c4ccccc4)c4ccccc4)CC3)c(C)c2c1	0.5	10.9	-0.5	11.0	5.8	5.2	12.0
C=CCOc1cccn2c(N(C=O)Cc3ccc(OC)cc3)c(CC)nc12	-1.1	10.8	3.9	4.4	-0.2	.	2.0
O=C(CCNS(=O)(=O)c1ccccc1C(F)(F)F)NCCCN1CCOCC1	7.7	6.7	-10.2	-0.9	-5.9	23.9	0.5
Cc1ccc(Cn2ncc3c(N4CCN(C)CC4)ncnc32)cc1	-1.3	2.8	-5.6	3.0	-2.5	1.5	-9.3
COc1ccc(C(=O)NCCCN2CCN(CCCNC(=O)c3ccc(OC)c(OC)c3)CC2)cc1OC	-5.0	4.3	-33.2	-31.1	?	-3.6	-2.3

structure	SIRT5 inh	LGR2 inh	CASP6 VEID inh	PAX8 reporter	DENV2 CPE	ARNT-TACC3 inh	EWS-Fli block
CC1(C)Cc2c(sc(NC(=O)c3ccc(C(=O)c4ccccc4)cc3)c2C#N)C(C)(C)N1	1.7	-1.3	-1.5	-0.2	?	4.8	3.1
COc1ccccc1CC(=O)Nc1ccc2[nH]ncc2c1	-4.8	20.7	-1.8	-15.0	4.2	3.9	-7.1
COc1cccc(N2CCN(C(=O)c3cccnc3)CC2)c1	8.5	-2.5	-1.0	.	0.6	1.8	-6.1
CCCNC(=O)C1CC(c2ccc(C(F)(F)F)cc2)=NO1 (stereo not given)	-2.9	-11.7	-2.0	-12.7	16.1	2.4	-13.9
COc1cccc(-c2ccc3n(c2=O)C[C@H]2[C@H](CO)[C@@H](C(=O)N(C)C)N(C(=O)C4CC4)[C@@H]32)c1	-26.3	12.9	-0.5	.	-1.1	0.8	5.2

# Compound activity from PubChem BioAssay.
